hK5 inh: human KLK5 protease inhibitors, primary screen, biochemical, 1536-well; recombinant hK5, fluorogenic AMC substrate cleavage; inhibition, % at 5 µM; 210,000 compounds, 0.59% hits; AID 873, 2007;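 active = inhibition of 40% or more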;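 note: 0% = enzyme controls without compound and 100% = no-enzyme blanks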
Rad51 HR inh: human RAD51 strand exchange inhibitors, primary screen, biochemical, fluorescence | inhibition, % at 10 µM | hRad51 DNA strand exchange, fluorescence dequenching | AID 1385, 2008 | 200,000 compounds, 0.085% hits;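 active = inhibition above 40% at the single screening dose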;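 note: 0% = DMSO control wells and 100% = blanks with heterologous ssDNA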
Target sequence (Q06609 whole entry, looked up): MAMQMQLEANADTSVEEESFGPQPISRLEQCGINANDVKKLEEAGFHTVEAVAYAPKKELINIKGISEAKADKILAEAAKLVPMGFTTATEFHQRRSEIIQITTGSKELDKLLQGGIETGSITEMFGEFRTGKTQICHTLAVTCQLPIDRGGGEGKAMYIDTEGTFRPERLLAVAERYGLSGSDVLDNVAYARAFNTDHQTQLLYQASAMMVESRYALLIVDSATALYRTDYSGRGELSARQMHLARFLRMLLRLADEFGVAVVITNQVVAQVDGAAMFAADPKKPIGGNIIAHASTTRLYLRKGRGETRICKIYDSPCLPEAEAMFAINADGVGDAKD
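Assay system: Human Rad51 nucleoprotein filaments preassembled on unlabelled ssDNA | Reagent: Donor/quencher-labelled 47-bp dsDNA substrate | Doses: One concentration, 10 µM final | Times: 37 °C 15-min filament assembly, 30-min compound preincubation, 15-min exchange | Technique: Fluorescein emission 520 nm, excitation 485 nm | Benchmarks: Plate control and blank wells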
FXIa inh 1536: human FXIa protease inhibitors, primary screen, biochemical, 1536-well. Coagulation factor XI (Homo sapiens), P03951. purified FXIa, Boc-Glu-Ala-Arg-AMC fluorogenic substrate. inhibition, % at 5 µM. 220,000 compounds, 0.14% hits;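 active = inhibition of at least 40%; inactive = inhibition below 40%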;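 note: fluorescence of freed AMC excited at 355 nm; 0% = enzyme without compound and 100% = no enzyme blank; many of its hits are not listed in these tables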
Thrombin inh: human alpha-thrombin inhibitors, primary screen, counter-screen for coagulation protease inhibitor project, biochemical, 1536-well, fluorogenic AMC substrate; Boc-VPR-AMC fluorogenic substrate cleavage; AID 1046, 2008; 220,000 compounds, 0.26% hits; Prothrombin (Homo sapiens), P00734; inhibition, % at 5 µM;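 active = inhibition at or above 40%; inactive = inhibition below 40%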;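 note: 0% = enzyme with no compound and 100% = wells without enzyme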
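Assay system: human alpha-thrombin enzyme. Reagent: Boc-VPR-AMC substrate, 15 µM final. Compound dosing: one concentration per compound, 5 µM, with 0.2% DMSO. Incubation: room-temperature reaction. Technique: AMC fluorescence, 355/460 nm. Measure: % inhibition relative to enzyme controls and enzyme-free blanks.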
Furin inhibitor: human furin inhibitors, primary screen, biochemical, fluorescence intensity; P09958; purified furin, fluorogenic substrate cleavage; inhibition, % at 30 µM; 220,000 compounds, 0.061% hits; AID 463115, 2010; in the data active = inhibition above about 25%; note: inactives centre near -15
Target sequence (P09958 108-714 limits assumed): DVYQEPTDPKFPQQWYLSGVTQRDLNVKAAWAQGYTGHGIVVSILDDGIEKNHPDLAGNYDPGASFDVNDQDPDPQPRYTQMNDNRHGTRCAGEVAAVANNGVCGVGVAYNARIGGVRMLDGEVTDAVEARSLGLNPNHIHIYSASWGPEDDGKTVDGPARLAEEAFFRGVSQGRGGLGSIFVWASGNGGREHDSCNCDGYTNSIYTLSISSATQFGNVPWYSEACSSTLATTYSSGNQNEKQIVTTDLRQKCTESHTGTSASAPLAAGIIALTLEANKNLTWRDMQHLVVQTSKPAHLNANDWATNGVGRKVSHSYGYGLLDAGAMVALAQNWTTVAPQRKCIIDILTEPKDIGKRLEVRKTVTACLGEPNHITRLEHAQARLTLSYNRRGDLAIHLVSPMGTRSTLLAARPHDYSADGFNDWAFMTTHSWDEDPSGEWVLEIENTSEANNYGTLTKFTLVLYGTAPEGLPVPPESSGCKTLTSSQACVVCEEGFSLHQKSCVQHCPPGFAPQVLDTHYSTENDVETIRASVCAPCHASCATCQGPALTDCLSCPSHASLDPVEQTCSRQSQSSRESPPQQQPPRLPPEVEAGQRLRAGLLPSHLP
m-calpain inh: inhibitors of pig calpain II, primary screen, biochemical, fluorogenic peptide substrate, 1536-well; 220,000 compounds, 0.37% hits; inhibition, % at 16 µM; purified calpain II, 30 min;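 active = inhibition above about 50%, limit read from the data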
FXIIa inh: human FXIIa protease inhibitors, primary screen, biochemical, 1536-well | Coagulation factor XII (Homo sapiens), P00748 | purified FXIIa, Boc-QGR-AMC fluorogenic substrate, 2 h | inhibition, % at 5 µM | 220,000 compounds, 0.3% hits | AID 800, 2007; in the data active = inhibition above about 40%;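 note: 0% = enzyme with no compound and 100% = blank without enzyme; many of its hits are not listed in these tables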
Cl transport mod: KCC2 cotransporter modulators, thallium flux, primary screen, cell-based, HEK293 KCC2, FluoZin-2 fluorescence, MLSMR; 190,000 compounds, 2.2% hits; KCC2 cells, thallium flux FluoZin-2 fluorescence; B-score of Tl+ flux slope (higher = more flux/activation; lower = inhibition) at 10 µM; Solute carrier family 12 member 5 (Homo sapiens), Q9H2X9;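 active = thallium flux slope and its plate-corrected score both differing from the plate sample mean at a set confidence after two filtering rounds, in either direction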;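 note: slope of fluorescence scaled to starting intensity during 10 to 20 s after thallium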
PERK inhibitor: block of dimerizer-induced PERK translation repression, primary screen, PERK inhibitor project, CHO PERK-DD cells, SEAP luminescence, HTS; Eukaryotic translation initiation factor 2-alpha kinase 3 (Homo sapiens), Q9NZJ5; CHO PERK-DD fusion, SEAP luminescence translation reporter; AID 1416, 2008; inhibition, % at 5.6 µM; 220,000 compounds, 0.17% hits;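 active = inhibition above the mean inhibition of all tested compounds plus 3 SD, set separately per screening campaign, cut at about 2.9% in these data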;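 note: PERK kinase domain activated by AP20187 dimerizer at 100 nM; 0% = DMSO with dimerizer and 100% = rapamycin at 8.4 µM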
An asterisk follows results filed as active; . = not tested or not shown; [ ] = remark or other dose. Only part of the results is shown (hit frequency here may not be typical).

SMILES | hK5 inh | Rad51 HR inh | FXIa inh 1536 | Thrombin inh | Furin inhibitor | m-calpain inh | FXIIa inh | Cl transport mod | PERK inhibitor
CCOC(=O)c1cccc(NC(=O)C2(S(=O)(=O)c3ccc(C)cc3)CC2)c1 | -12 | 15 | -26 | 19 | -21 | -6 | 8 | -1.1 | -0.5
CC1(C)CC2(CC(c3ccccc3F)c3ccc(O)c(O)c3O2)NC(=S)N1 (stereo not drawn) | 1 | 2 | 1 | -8 | -18 | -60 | 8 | 0.28 | 0.6
CC(C)COC(=O)n1c(=O)oc2cc(S(=O)(=O)N3CCCCC3)ccc21 | 1 | -3 | 6 | 2 | -22 | 2 | 15 | . | 0.5
COCCNC(=O)C1CCN(S(=O)(=O)N2CCC3(CC2)OCCO3)CC1 | 0 | -5 | -3 | -4 | -27 | -15 | -4 | . | 0.9
Nc1nc(C23CC4CC(CC(Cl)(C4)C2)C3)cs1 | -6 | . | -5 | -16 | -12 | 5 | -5 | 0.6 | 0.9
CCN1/C(=N\N)c2cccc3cccc1c23 | -20 | -19 | -4 | 0 | -13 | -13 | -5 | 0.19 | -0.5
CN1CCN(S(=O)(=O)c2ccc(N)cc2)CC1 | 13 | -1 | -1 | 7 | -23 | 10 | 7 | 1.3 | 0.8
CC(C)N1CCc2c(sc(NC(=O)CN3C(=O)c4ccccc4C3=O)c2C(N)=O)C1 | -12 | -3 | -3 | 0 | -24 | 23 | -2 | -0.03 | 1.6
CC(=O)Oc1oc(-c2ccccc2)nc1C=Nc1ccc(N(C)C)cc1 | 9 | -16 | 6 | 19 | -9 | 23 | 26 | -1.8 | -0.6
Cn1c(N=Nc2ccccc2)nc2ccccc21 | -18 | . | 12 | 0 | 0 | 11 | 10 | -1.8 | -0.2
C/C(=N\NC(=O)CCc1c[nH]c2ccccc12)c1ccc([N+](=O)[O-])cc1 | 7 | . | 9 | 5 | -11 | 2 | 4 | -1.2 | 1.3
O=C(CCCN1C(=O)/C(=C\c2cccs2)SC1=S)Nc1ccccn1 | . | -10 | -2 | -5 | -16 | 3 | 6 | -0.24 | -0.9
CCOC(=O)C1=C(C)NC(C)=C(C(=O)OCC)C1C(=O)OCC(=O)N1CCC(C)CC1 | 3 | 7 | 0 | -1 | -25 | -47 | 13 | 0.17 | 0.0
Cc1cc(C)c(C#N)c(Nc2ccccc2)n1 | -5 | 3 | 6 | 0 | -17[20 µM] | -13 | 14 | 1.1 | 0.6
COc1ccc(C)cc1NC(=O)CN1CCN(S(=O)(=O)c2ccc(Br)cc2)CC1 | -4 | -4 | 8 | 3 | -4 | -2 | 20 | . | 1.6
O=C(NCc1cn(-c2ccccc2)nc1-c1ccccc1)c1ccc([N+](=O)[O-])cc1 | -5 | -3 | -9 | -7 | -7 | 37 | -3 | 0.27 | -0.6
O=C(CN1c2ccccc2Sc2ccccc21)N/N=C/c1ccc(Cl)cc1 | -2 | 6 | -2 | -4 | -20 | -57 | 7 | 0.94 | 1.7
COc1cc2c(cc1OC)CN(C(=O)c1ccc(OC)c(S(=O)(=O)N3CCOCC3)c1)CC2 | -5 | 4 | 7 | 9 | -15 | -1 | 12 | . | -0.5
CCOC(=O)N1CCN(C(=O)CS(=O)(=O)Cc2nc(-c3ccccc3C)oc2C)CC1 | -5 | -2 | -2 | 0 | -2 | 4 | 4 | -0.91 | -0.4
O=C(CCc1ccc(S(=O)(=O)NCc2ccccc2)cc1)N1CCN(Cc2ccc3c(c2)OCO3)CC1 | 3 | . | 19 | 0 | -12[20 µM] | 2 | 24 | -0.47 | -0.8
N/C(COc1ncn(-c2ccccc2)n1)=N\S(=O)(=O)c1ccc(Cl)cc1Cl | -7 | 3 | -3 | -1 | -7 | -21 | 4 | -0.98 | 1.7
O=C(CCn1c(=O)sc2ccccc21)Nc1cccnc1 | -6 | -3 | 6 | 5 | -7[20 µM] | -15 | 13 | 0.6 | 1.6
O=C(O)CSCC(=O)Nc1ccc(C2CCCCC2)cc1 | -16 | -8 | -11 | -3 | -11[20 µM] | 20 | 6 | 0.31 | 0.0
O=C1c2cc(S(=O)(=O)NCCO)ccc2-c2ccc(S(=O)(=O)NCCO)cc21 | 14 | -4 | 2 | 4 | -16 | -26 | 8 | -0.99 | 0.7
NS(=O)(=O)c1ccc(CNC(=O)NC23CC4CC(CC(C4)C2)C3)cc1 | -20 | -7 | -3 | -2 | -15[20 µM] | -5 | 3 | 0.7 | -1.2
Cc1ccc(CNS(=O)(=O)NCc2ccccc2F)cc1 | 2 | -8 | -2 | 3 | -25 | -27 | 6 | 0.21 | 1.4
CCc1nc2sc3c(Cl)ncnc3c2c2c1CCCC2 | 0 | 1 | 3 | 2 | 13 | -4 | 5 | 1.2 | 0.2
Cc1ccc(C)c(Cn2cnc3c(cnn3C(C)(C)C)c2=O)c1 | -14 | -1 | 2 | -2 | 6 | -5 | 6 | . | 0.0
COc1ccc(C(CCN(Cc2ccc(OC)c(OC)c2)C(=O)CCl)c2ccccc2)cc1 (stereo not drawn) | -1 | -3 | 3 | -1 | -7 | -48 | 14 | 0.061 | -0.1
c1ccc(COc2ccc(OCCCCN3CCCCC3)cc2)cc1 | -16 | 3 | 3 | -1 | -16[20 µM] | 0 | 4 | . | -0.8
COc1cc(C(=O)NCCN2C(=O)S/C(=C\c3ccc(F)cc3)C2=O)ccc1OCC(=O)N1CCOCC1 | -4 | -3 | 6 | -2 | -19 | 3 | 9 | 1.2 | 2.3
Cn1c(N/N=C/c2cc3ccccc3nc2Cl)nc2ccccc21 | 8 | -53 | 2 | -1 | -8 | 17 | 5 | -0.43 | -0.8
O=S(=O)(NCc1ccc(Cl)cc1Cl)c1ccc(N2CCOCC2)nc1 | -3 | 8 | 1 | -1 | 7 | 2 | 8 | . | 0.1
CCCCOc1ncnc2c1[nH]c1ccc(OCC)cc12 | -22 | -4 | 1 | 0 | -4[20 µM] | -27 | 3 | 0.2 | -0.2
O=C(CCO)c1ccc(O)cc1 | -8 | 20 | 3 | 0 | -24 | -1 | 10 | 0.22 | 0.6
CCOC(=O)c1[nH]c(C)c(C(=O)N(CC)CC)c1C | -11 | 0 | 3 | 0 | -24 | -28 | 14 | . | -0.2
Cc1cc(OCC(=O)Nc2ccc(S(=O)(=O)NC3=NCCCCC3)cc2)c(C(C)C)cc1Cl | 3 | . | -3 | -5 | -12 | 19 | 5 | 0.59 | -0.5
CCc1c(C)nc2cc(-c3ccc(OC)c(OC)c3)nn2c1N1CCC(C)CC1 | -12 | 2 | 4 | 5 | -11[20 µM] | 4 | 21 | 0.91 | -0.3
O=S(=O)(Nc1ncccn1)c1ccc(NC(=S)NCc2cccnc2)cc1 | 3 | . | -1 | -2 | -16 | -6 | 10 | 0.53 | 0.2
Cc1c(NS(=O)(=O)c2cccs2)c(=O)n(-c2ccccc2)n1C | -7 | 1 | 2 | -8 | -29 | -16 | 11 | 0.32 | -0.2

Retrieved by compound from the list above:
SMILES | hK5 inh | Rad51 HR inh | FXIa inh 1536 | Thrombin inh | Furin inhibitor | m-calpain inh | FXIIa inh | Cl transport mod | PERK inhibitor
CCCCOc1ncnc2c1[nH]c1ccc(OCC)cc12 | -22 | -4 | 1 | 0 | -4[20 µM] | -27 | 3 | 0.2 | -0.2
COc1cc(C(=O)NCCN2C(=O)S/C(=C\c3ccc(F)cc3)C2=O)ccc1OCC(=O)N1CCOCC1 | -4 | -3 | 6 | -2 | -19 | 3 | 9 | 1.2 | 2.3
O=C(CCO)c1ccc(O)cc1 | -8 | 20 | 3 | 0 | -24 | -1 | 10 | 0.22 | 0.6

Further entries
SMILES | hK5 inh | Rad51 HR inh | FXIa inh 1536 | Thrombin inh | Furin inhibitor | m-calpain inh | FXIIa inh | Cl transport mod | PERK inhibitor
COc1cc(=O)[nH]c(=O)n1C(=O)Cc1ccccc1 | -1 | 2 | -12 | -6 | -16 | 6 | 2 | . | 1.1
Cc1ccc(C(=O)Nc2nnc(CC(=O)N/N=C/c3ccncc3)s2)cc1 | 1 | . | -2 | 1 | -3 | -140 | 8 | 1.3 | -0.2
Cc1ccc2c(c1)N(Cc1ccccn1)C(=O)C(C)O2 (stereo not drawn) | -23 | 2 | -5 | -3 | -11[20 µM] | -1 | -3 | 1.9 | 0.3
CSc1nncn1/N=C/c1ccccc1F | -25 | -2 | -10 | -10 | -10[20 µM] | 2 | -9 | 0.54 | 0.4
CCC1CN(C)C2Cc3c([nH]c4ccccc34)C(=O)CC1C2C(=O)OC (stereo not drawn) | 3 | -2 | 3 | 9 | -31 | -114 | 6 | -0.23 | 0.8
CCOC(=O)C1(CCCc2ccccc2)CCN(C(=O)CCN2CCCCC2=O)CC1 | 8 | -5 | 1 | -6 | -10 | 6 | 10 | -0.63 | -0.8
CN1C(C(=O)NCC2CC2)CC2Cn3c(nc4cc5ccccc5cc43)C21 (stereo not drawn) | -1 | -6 | -3 | -3 | -22 | -21 | 3 | -0.18 | .
COC(=O)c1[nH]c2ccc(C)cc2c1NC(=O)CN1CCCc2ccccc21 | -28 | 9 | 0 | 2 | -1[20 µM] | -201 | 4 | -0.2 | 0.0
CN(Cc1cc(=O)n2ccsc2n1)C1CCCCC1 | -1 | 1 | -1 | -7 | -17 | -13 | . | 0.059 | 0.2
O=C(CC(C(=O)O)C1CCCO1)NCc1ccccc1 (stereo not drawn) | 3 | 3 | 2 | 4 | -16 | 15 | 14 | 1.1 | 0.3
CC1CCCCC1NC(=O)CSc1nnc(COc2ccccc2Cl)o1 (stereo not drawn) | -11 | -7 | 1 | -2 | -18 | -47 | 6 | -0.49 | 1.1
COc1cccc(-c2cn3nc4c(nc3n2)CCCC4)c1 | -1 | -12 | 7 | 5 | -4 | -105 | 18 | 0.41 | 1.0
O=C(NCCCN1CCOCC1)c1cccc(S(=O)(=O)N2CCc3ccccc3C2)c1 | -2 | -1 | -6 | -8 | -22 | 18 | 5 | -1.2 | -0.6
CCOC(=O)C1CCN(S(=O)(=O)C(F)(F)c2nc3ccccc3s2)CC1 | -19 | -1 | 8 | -2 | -15 | -6 | 16 | . | -0.3
O=C(CCSCCc1ccccn1)Nc1c(F)c(F)c(F)c(F)c1F | -24 | 1 | 5 | -1 | -6 | -3 | 13 | -0.18 | 0.5
CCOC(=O)CC(NC(=O)CCc1c(C)nc2ncnn2c1C)c1ccc(C)cc1 (stereo not drawn) | -6 | 20 | 17 | 3 | -22 | -25 | 4 | -0.56 | 0.0

Structural class: the compounds so far containing a COOH group.
SMILES | hK5 inh | Rad51 HR inh | FXIa inh 1536 | Thrombin inh | Furin inhibitor | m-calpain inh | FXIIa inh | Cl transport mod | PERK inhibitor
O=C(O)CSCC(=O)Nc1ccc(C2CCCCC2)cc1 | -16 | -8 | -11 | -3 | -11[20 µM] | 20 | 6 | 0.31 | 0.0
O=C(CC(C(=O)O)C1CCCO1)NCc1ccccc1 (stereo not drawn) | 3 | 3 | 2 | 4 | -16 | 15 | 14 | 1.1 | 0.3
